Screening data: PubChem BioAssay, Sanford-Burnham Center for Chemical Genomics
DUSP3 inh: VHR1 (DUSP3) phosphatase inhibition | P51452 | recombinant VHR phosphatase, colorimetric substrate read-out | inhibition, % at 20 µM | 50,000 compounds, 0.7% hits; in the data active = inhibition above about 60%; also: some results filed as inactive read as strong as hits
Target sequence (P51452 whole entry, looked up): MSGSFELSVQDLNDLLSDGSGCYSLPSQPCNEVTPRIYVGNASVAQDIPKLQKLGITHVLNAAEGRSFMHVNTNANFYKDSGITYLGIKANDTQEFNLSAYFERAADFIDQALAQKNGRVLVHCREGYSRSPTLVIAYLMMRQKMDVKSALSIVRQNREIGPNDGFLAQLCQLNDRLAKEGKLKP
An asterisk follows results filed as active; & = joins results of further samples. Not all compounds are listed. The share of hits here may be higher or lower than overall.

SMILES	DUSP3 inh
O=[N+]([O-])c1ccc(N2CCOCC2)cc1N1CCN(CCO)CC1	-25
CCCCNC(=O)/C(=C/c1ccc(Cl)cc1)NC(=O)c1ccc(OC)cc1	-27
Cc1cc(C)cc(NC(=O)C(Cc2c[nH]c3ccccc23)NC(=O)Oc2ccccc2)c1 (stereo not drawn)	6
CC(C)(NO)/C(=N/O)c1ccc(Br)cc1	-13
CC1(C)Cc2ccccc2-c2nnc(-c3ccccc3Cl)n21	-11
Cc1ccc(-c2nc3ccccc3s2)cc1NC(=O)COc1ccccc1[N+](=O)[O-]	-8
O=C1NC(=O)/C(=C\c2ccc(-c3cccc(Cl)c3)o2)S1	-22
COc1ccc(C2CC(=O)C3=C(C2)Nc2ccccc2NC3c2cccc3ccccc23)cc1OC (stereo not drawn)	-4
CCCCNc1c2c(nc3ccccc13)CC(C)(C)CC2=O	-10
C/C(=N\O)c1ccc2c3c([nH]c2c1)CCCC3	-7
O=C(Cc1ccccc1)N1CCN(Cc2ccccc2)CC1	-1
O=C(Nc1ccccc1Cl)c1cc(-c2ccco2)nc2ccccc12	-17
Cc1ccc(NC(=O)CN2C(=O)c3ccccc3C2=O)c(C(=O)O)c1	0
C=CCc1cccc(/C=N/N2CCN(c3ccc(Cl)cc3)CC2)c1O	-3
CC(NS(=O)(=O)c1ccc([N+](=O)[O-])cc1)C(=O)O (stereo not drawn)	-17
O=S(=O)(c1ccccc1)N1C2C=CC(C2)C1(C(F)(F)F)C(F)(F)Cl (stereo not drawn)	-1
COc1cccc(/C=C(\C#N)c2nc(-c3ccc(Br)cc3)cs2)c1	-19
O=C(Cn1cnc([N+](=O)[O-])n1)Nc1cc(Sc2ccc(Br)cc2)cc([N+](=O)[O-])c1	-17
O=c1c2ccccc2c2nc3c(c(-c4ccccc4O)c12)c(=O)c1ccccc13	-11
CCOc1ccc(NC(=O)CN(CCc2ccccc2)S(=O)(=O)c2ccccc2)cc1	-32
CC1(C)C=C(/C=C/c2ccccc2)NC(=O)N1	0
O=c1/c(=C/c2ccc(Oc3ccc(C(F)(F)F)cc3[N+](=O)[O-])c(Cl)c2)sc2nc3ccccc3n12	-3
NC(=O)c1c(NC(=O)c2ccc([N+](=O)[O-])s2)sc2c1CCCC2	8
CCOC(=O)c1ccc(-n2c(C)cc(/C=C3\SC(=O)NC3=O)c2C)cc1	0
COc1ccc(OCCCCNC(C)(C)C)cc1	10

Overlap with the part before: two compounds, then new ones.
SMILES	DUSP3 inh
CCOC(=O)c1ccc(-n2c(C)cc(/C=C3\SC(=O)NC3=O)c2C)cc1	0
COc1ccc(OCCCCNC(C)(C)C)cc1	10
CC1(C)CC(=O)C2=C(C1)Nc1sc(C#N)c(N)c1C2c1ccccc1 (stereo not drawn)	-6
CC(=O)C1=C(C)NC(C)=C(C(C)=O)C1c1cn(-c2ccccc2)nc1-c1cccs1	-16
O=c1c(O)c(-c2ccc3c(c2)OCO3)oc2ccccc12	8
O=C(Cc1ccc([N+](=O)[O-])cc1)N1c2ccccc2Sc2ccccc21	4
CS(=O)(=O)N(CC(=O)Nc1cccc(C(F)(F)F)c1)c1ccc(Br)cc1	-20
O=C(NC1=NCCS1)C1CC2CCC1C2 (stereo not drawn)	6
CCOc1cc(C=O)ccc1OCCOc1ccc(C)cc1	-23
Cc1oc2c(CN3CC4(C)CC3CC(C)(C)C4)c(O)ccc2c(=O)c1-c1nc2ccccc2s1 (stereo not drawn)	-26
O=C1/C(=C\c2ccccc2)SC(=S)N1NS(=O)(=O)c1ccccc1	-20
O=C(NCc1cccnc1)/C(=C/c1cccc(Oc2ccccc2)c1)NC(=O)c1ccccc1	5
COc1ccc(NC(=O)c2ccc(C)c([N+](=O)[O-])c2)cc1	-19
Cc1ccc(N(CCCCN2C(=O)c3ccccc3C2=O)C(=O)c2ccc(Cl)s2)cc1	-11
CN(C)c1ccc(/C=N/NC(=O)c2ccc(O)cc2O)cc1Br	1
CCOc1ccccc1N(CC(=O)NCCCOC)S(=O)(=O)c1ccccc1	-9
O=c1oc2c3c4c(cc2cc1CCO)CCCN4CCC3	-2
CC(=O)Nc1ccccc1NC(=O)c1ccc(C)c([N+](=O)[O-])c1	1
FC(F)(F)Oc1ccc(N=Cc2c[nH]c3ccccc23)cc1	0
CCOC(=O)c1c(-c2ccccc2)oc2ccc(OCC(=O)C(C)(C)C)cc12	-17
CC(=O)Nc1cccc(NC(=O)c2cc(Cl)ccc2Cl)c1	7
COc1ccc(N2C(=O)c3ccccc3NC2c2ccccc2)cc1 (stereo not drawn)	-12
CCOc1ccc(N(CC(=O)NC)S(C)(=O)=O)cc1	-14
CCOc1ccc(/C=C2/SC(=O)N(CN3CCCCC3)C2=O)cc1	-12
N=Cc1c(O)n(-c2c(Cl)cccc2Cl)c2ccc([N+](=O)[O-])cc12	40
Cn1c(-c2ccccc2)cc(O)c(C(=N)c2ccccc2)c1=O	2
CCOC(=O)c1c(-c2ccccc2)oc2ccc(OC(=O)c3ccc(OC)c(OC)c3)cc12	-23

An excerpt from above in order of SMILES length, descending.
SMILES	DUSP3 inh
CC1(C)CC(=O)C2=C(C1)Nc1sc(C#N)c(N)c1C2c1ccccc1 (stereo not drawn)	-6
O=C1/C(=C\c2ccccc2)SC(=S)N1NS(=O)(=O)c1ccccc1	-20
COc1ccc(NC(=O)c2ccc(C)c([N+](=O)[O-])c2)cc1	-19
CC(C)(NO)/C(=N/O)c1ccc(Br)cc1	-13

(continued)
SMILES	DUSP3 inh
COc1ccc(C(C)NC(=O)c2ccc(Br)cc2)cc1 (stereo not drawn)	6
N/C(=N\N=C\c1ccc(O)c(O)c1)c1nonc1N	-16
COC(=O)C1=C(C)N(C)C(=O)NC1c1cc2c(cc1[N+](=O)[O-])OCO2 (stereo not drawn)	2
CCOC(=O)Nc1nc2ccc(S(C)(=O)=O)cc2s1	-52
CCOC(=O)N1CCN(C(=O)c2ccc(C#Cc3ccccc3)cc2)CC1	18
CCOC(=O)C(CC)P(=O)(c1ccccc1)c1ccccc1 (stereo not drawn)	1
CCOc1c(Br)cc(Br)cc1/C=C1\SC(=S)NC1=O	-16
N/C(=N\S(=O)(=O)c1ccccc1)c1ccccc1	-2&-19
O=C(NCCCN1CCOCC1)/C(=C/c1cccs1)NC(=O)c1ccccc1	-12
CCOC(=O)C1CCN(CN2C(=O)C(=O)c3ccccc32)CC1	-1
O=c1[nH]c(/C=C/c2ccc(N3CCOCC3)c([N+](=O)[O-])c2)c([N+](=O)[O-])c(=O)[nH]1	80*
O=C1CC(c2ccccc2)CC2=C1C(c1cccs1)Nc1ccc(C(=O)c3ccccc3)cc1N2 (stereo not drawn)	2
O=C(NCc1ccccc1)c1ccc(OC2CSC2)cc1	0
CC1CCCCN1S(=O)(=O)c1ccccc1[N+](=O)[O-] (stereo not drawn)	4
Cc1cc(C)n(CC(=O)n2c3ccccc3c3ccccc32)n1	28
COc1ccc(C(=O)NCc2cccnc2)c(OC)c1	-41
CNC(=S)NCC12CC3CC(CC(C3)C1)C2	8
CC(C)n1c(=S)[nH]c2c1c(=O)n(C)c(=O)n2C	56
CCOC(=O)/C=C(\C)Nc1cc(-c2ccc(Cl)cc2)[nH]n1	6
Cc1ccc(C)c(NC(=O)C(=O)NCc2ccccc2Cl)c1	-7
Cc1ccc(NC(=O)c2ccc3nc4ccccc4nc3c2)cc1	-6
Ic1ccc(OCCCCCCN2CCCC2)cc1	2
O=C(O)c1ccc(NC(=O)c2cc(NC(=O)c3ccc(C(=O)O)cc3)cc(C(=O)Nc3ccc([N+](=O)[O-])cc3)c2)cc1	-1
CCn1c(=N)n(CC(=O)c2cc(C(C)(C)C)c(O)c(C(C)(C)C)c2)c2ccccc21	-18
CC(C)CNC(=O)c1ccccc1NC(=O)C(c1ccccc1)c1ccccc1	10

Pulled one by one from the entries so far (seven):
SMILES	DUSP3 inh
COc1ccc(C(=O)NCc2cccnc2)c(OC)c1	-41
COc1ccc(C(C)NC(=O)c2ccc(Br)cc2)cc1 (stereo not drawn)	6
N/C(=N\S(=O)(=O)c1ccccc1)c1ccccc1	-2&-19
O=C1CC(c2ccccc2)CC2=C1C(c1cccs1)Nc1ccc(C(=O)c3ccccc3)cc1N2 (stereo not drawn)	2
O=C(O)c1ccc(NC(=O)c2cc(NC(=O)c3ccc(C(=O)O)cc3)cc(C(=O)Nc3ccc([N+](=O)[O-])cc3)c2)cc1	-1
CCOC(=O)N1CCN(C(=O)c2ccc(C#Cc3ccccc3)cc2)CC1	18
CCOC(=O)Nc1nc2ccc(S(C)(=O)=O)cc2s1	-52

Going on with the list:
SMILES	DUSP3 inh
CN(C)c1ccc(/C=C2\CC3C4CC=C5CC(O)CCC5(C)C4CCC3(C)C2=O)cc1 (stereo not drawn)	-16
CC(=O)Oc1ccc(-c2cccc(C(=O)N3CCOCC3)c2)cc1	-13
Cc1ccc(-c2nc3cc(Cl)ccc3o2)cc1NC(=O)c1cccc(Cl)c1Cl	1
Cc1ccc(S(=O)(=O)N2CCN(Cc3ccccc3)CC2)cc1[N+](=O)[O-]	-1
Nc1nc2ccccc2n1CCOc1ccc2ccccc2c1	-13
COc1cc(/C=C2\SC(=S)N(Cc3ccccc3)C2=O)ccc1OC(=O)c1ccc(Cl)cc1	-2
COc1ccc(N2C=Nc3ccc(C)c4nc(C)cc2c34)cc1	-22
O=C(c1ccc(Cl)c(Cl)c1)N1CCOCC1	-12
O=C(NCc1ccccn1)C(=O)Nc1ccc(Br)cc1	-13
Cc1ccc(N(CC(=O)NCCCC(C)(C)C2OCCO2)S(=O)(=O)c2ccc(F)cc2)cc1	-20
COc1cccc(OC)c1C(=O)NCc1ccc(C)cc1	-5
CN1CCN(/N=C/c2ccc(-c3ccc([N+](=O)[O-])cc3Cl)o2)CC1	18
O=C(Nc1cccc(Br)c1)c1ccn(C(=O)c2ccc(Cl)cc2)n1	-13
CN(C)c1ccc(NC(=O)C(=O)NCCOc2ccccc2)cc1	0
C=CCc1cccc(/C=N/NC(=O)c2cccc(N3CCCC3=O)c2)c1O	10
CCN(CC)S(=O)(=O)c1ccc(Cl)c(C(=O)Nc2ccccn2)c1	5
COc1ccc(OC)c(N2C(=O)NC(=O)/C(=C/C=C/c3ccccc3)C2=O)c1	-18
COc1cccc(NC(=O)C(=O)N/N=C/c2ccc3c(c2)OCO3)c1	-75
O=C1NC(=Nc2cccnc2)S/C1=C\c1cccc(F)c1	-14
O=C(O)CC(NS(=O)(=O)c1cc(Cl)ccc1Cl)c1ccccc1 (stereo not drawn)	6
CC(=O)C(C)Oc1cc2oc(=O)cc(-c3ccccc3)c2cc1Cl (stereo not drawn)	-13
Cc1ccccc1C(=O)Nc1ccc(C(=O)Nc2nccs2)cc1	20
COc1cc(C(=O)Nc2nc3ccc(Br)cc3s2)cc(OC)c1OC	63
C#CCOC(=O)C(C=C=C)(C(=O)OCC)C(F)(F)F (stereo not drawn)	-11
CC(=O)Nc1nc2c(s1)C(=O)CCC2	-29

(next part)
SMILES	DUSP3 inh
C=CCN(c1ccccc1C(=O)O)S(=O)(=O)/C=C/c1ccccc1	-6
CCc1ccc(S(=O)(=O)Nc2cc(Br)c(O)c3ccccc23)cc1	19
CCOC(=O)c1cocc1C(=O)Nc1ccccc1C(=O)O	-6
C=CCN1C(=O)/C(=C\c2cn(C)c3ccccc23)SC1=S	-44
C(=N\Nc1nnc2c(n1)[nH]c1ccccc12)/c1c[nH]c2ccccc12	-11
O=C1NCc2ccccc2-c2ccccc21	-12
Cc1cc(C)c(S(=O)(=O)NCCN2CCOCC2)c(C)c1	-19
O=C1C(=Cc2cc([N+](=O)[O-])ccc2O)C(=O)c2ccccc21	0
CC(=O)c1ccc(NC(=S)NC(NC(=O)c2ccc(C)cc2)C(Cl)(Cl)Cl)cc1 (stereo not drawn)	-10
CCOC(=O)c1c(-c2ccccc2)oc2cc(Br)c(OC(=O)CC)cc12	-14
CC1=C(C(=O)OCc2ccccc2)C(c2ccc(F)c(F)c2)C2=C(CC(C)(C)CC2=O)N1 (stereo not drawn)	4
Cc1ccc(C(O)(CN(Cc2ccccc2)C(=O)c2ccccc2)c2ccccc2)cc1 (stereo not drawn)	-2
CC(=O)NC(NC(=S)Nc1cccc(Cl)c1)C(Cl)(Cl)Cl (stereo not drawn)	30
COc1ccc(Br)cc1CN1CCN(C(=O)COc2ccccc2)CC1	-3
O=C(Cn1c[n+]([N-][N+](=O)[O-])cn1)Nc1ccc(NC(=O)Cn2c[n+]([N-][N+](=O)[O-])cn2)cc1	19
O=C(c1ccc(F)cc1)N1CCN(CCCc2ccccc2)CC1	-22
CC(C)(O)C#CC(O)c1ccccc1F (stereo not drawn)	5
COC(=O)c1ccc(N2C(=O)C3C4C=CC(C4=C(c4ccccc4)c4ccccc4)C3C2=O)cc1 (stereo not drawn)	8
O=C(/C=C/c1ccccc1Cl)Nc1ccc(S(=O)(=O)N2CCOCC2)cc1	-2
Cc1ccc(C(=O)Nc2nc(-c3ccc4c(c3)Cc3ccccc3-4)cs2)cc1	-13
CN1C(=O)C(=Cc2cccc(Br)c2)C(=O)N(C)C1=O	-9
CC(C)N1C(=O)/C(=C\c2ccco2)SC1=S	12
CCc1cc2c(-c3ccccc3)cc(=O)oc2cc1OC(C)=O	-2
COc1ccc(OC)c(NS(=O)(=O)c2cccc([N+](=O)[O-])c2)c1	-4
COc1ccc2oc(-c3ccc(Cl)cc3)cc(=O)c2c1	-16
COc1ccc(-c2nnc(NC(=O)c3ccc(Cl)cc3)s2)cc1	7
O=C(NC(=S)Nc1cccc2ccccc12)c1cc2ccccc2oc1=O	-32
Cc1cc(C)c2oc(-c3ccc(NC(=O)Cc4ccccc4)cc3O)nc2c1	80

Grouped by structure: those above containing a cyano group.
SMILES	DUSP3 inh
COc1cccc(/C=C(\C#N)c2nc(-c3ccc(Br)cc3)cs2)c1	-19
CC1(C)CC(=O)C2=C(C1)Nc1sc(C#N)c(N)c1C2c1ccccc1 (stereo not drawn)	-6
